Compound activity deposited in PubChem BioAssay by Sanford-Burnham Center for Chemical Genomics.
SENP7 block: SENP7 protease inhibition; recombinant SENP7, Z-RLRGG-aminoluciferin luminescence, 40 min; inhibition, % at 5 µM; actives 1.5% (n = 330,000);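 active means inhibition above about 50% at the single test dose, limit read from the data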;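 further: plate controls were DMSO with enzyme for no effect and no enzyme buffer wells for full effect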
Target sequence (Q9BQF6 706-1050 limits assumed): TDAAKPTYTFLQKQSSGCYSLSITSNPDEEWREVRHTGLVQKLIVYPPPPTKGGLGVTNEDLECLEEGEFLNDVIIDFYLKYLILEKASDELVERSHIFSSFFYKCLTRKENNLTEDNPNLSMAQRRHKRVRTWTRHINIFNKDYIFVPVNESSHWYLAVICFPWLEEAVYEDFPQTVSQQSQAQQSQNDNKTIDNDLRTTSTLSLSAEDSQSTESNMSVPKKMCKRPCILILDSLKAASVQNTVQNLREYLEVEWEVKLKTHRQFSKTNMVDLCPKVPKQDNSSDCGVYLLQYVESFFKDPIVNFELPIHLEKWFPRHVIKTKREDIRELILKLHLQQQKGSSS
Apaf1 inhib: human Apaf-1 inhibition; O14727; reconstituted apoptosome caspase-3 activity, DEVD-Rh110 fluorescence; inhibition, % at 20 µM; actives 0.71% (n = 330,000); AID 489030; active means inhibition of at least 40% at 20 µM;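 further: plate controls were DMSO wells for no effect and DEVD-CHO caspase inhibitor wells for full effect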
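Material: reconstituted apoptosome with Apaf-1, cytochrome c, caspase-9, procaspase-3, dATP. Technique: Rh110 fluorescence intensity. Buffer or medium: pH 7.5 Hepes buffer with CHAPS, BSA, DTT. Times: 30 min plus 50 min, RT.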
NALP3 yeast inh: inhibitors of NALP3 inflammasome in yeast; Yeast reconstituted NLRP3/ASC/caspase-1, beta-gal luminescence, 24 h; actives 0.39% (n = 330,000); inhibition, % at 10 µM; AID 2825;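 active means inhibition of 50% or more; inactive means inhibition below 50%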;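 further: plate controls were induced DMSO wells for no effect and uninduced yeast grown without galactose for full effect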
SENP8 block-1: SENP8 protease inhibition; AID 2540; purified SENP8, Z-RLRGG-aminoluciferin cleavage, luminescence; Q96LD8; actives 1.2% (n = 330,000); inhibition, % at 10 µM; in the data active means inhibition above about 50%
Target sequence (Q96LD8 whole entry, looked up): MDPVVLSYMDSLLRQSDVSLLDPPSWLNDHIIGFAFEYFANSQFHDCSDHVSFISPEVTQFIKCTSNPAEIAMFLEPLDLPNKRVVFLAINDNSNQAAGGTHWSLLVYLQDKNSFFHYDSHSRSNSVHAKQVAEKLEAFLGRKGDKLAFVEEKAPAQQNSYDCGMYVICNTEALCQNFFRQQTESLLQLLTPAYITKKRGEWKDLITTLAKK
SENP6 block: blocks the human protease SENP6; Q9GZR1; inhibition, % at 10 µM; AID 2599; actives 1.8% (n = 330,000); Recombinant SENP6 catalytic domain, aminoluciferin luminescence;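 active means inhibition above about 50% at the single tested dose, limit read from the data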;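 further: plate controls were DMSO wells with enzyme for no effect and DMSO wells lacking enzyme for full effect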
Target sequence (Q9GZR1 628-1112 limits assumed): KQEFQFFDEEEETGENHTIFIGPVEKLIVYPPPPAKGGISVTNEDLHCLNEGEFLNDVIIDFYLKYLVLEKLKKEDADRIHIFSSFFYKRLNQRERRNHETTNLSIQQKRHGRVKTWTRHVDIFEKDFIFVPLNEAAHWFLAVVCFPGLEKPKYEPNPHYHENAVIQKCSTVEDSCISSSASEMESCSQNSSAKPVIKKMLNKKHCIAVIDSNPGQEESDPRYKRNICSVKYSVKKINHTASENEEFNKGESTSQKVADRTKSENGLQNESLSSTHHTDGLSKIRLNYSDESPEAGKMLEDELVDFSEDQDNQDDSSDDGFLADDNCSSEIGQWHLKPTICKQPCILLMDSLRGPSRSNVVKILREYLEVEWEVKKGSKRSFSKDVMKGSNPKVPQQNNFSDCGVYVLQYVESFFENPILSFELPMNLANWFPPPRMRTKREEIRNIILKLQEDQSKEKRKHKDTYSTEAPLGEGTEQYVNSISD
SENP1 inh: SENP1 (human) catalytic domain inhibition; Q9P0U3; recombinant SENP1 catalytic domain, CyPet-SUMO1-YPet FRET cleavage; inhibition, % at 10 µM; actives 0.21% (n = 360,000); AID 624204;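 active means inhibition at least 30% at 10 µM, raw YFP signal under a set limit, fluorescence ratio 0.5 to 1.5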;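 further: 0% = enzyme with DMSO and 100% = no enzyme wells; some results filed as inactive read as strong as hits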
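Test system: hSENP1 catalytic domain, recombinant; Amount: 20 pM final SENP1 enzyme; Medium: Tris pH 8 buffer plus EDTA, NaCl, BME, BSA, NP40, catalase; Schedule: 50 min enzyme reaction, room temperature, light-protected; Technique: FRET fluorescence in CFP and YFP emission channels; Controls: no-enzyme wells low, DMSO-plus-enzyme wells high control.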
HKDC1 inh: blocks human hexokinase HKDC1 activity; Q2TB90; recombinant HKDC1, G6PDH/diaphorase resazurin coupled fluorescence; inhibition, % at 20 µM; actives 0.16% (n = 340,000); AID 493160;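 active means inhibition above about 35% when tested at 20 µM, limit read from the data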;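 further: plate controls were DMSO wells with enzyme for no effect and DMSO wells lacking enzyme for full effect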
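Test system: HK5 enzyme. Quantity: 5 µg/mL HK5 final. Reagent: glucose and ATP substrates. Schedule: 90 min reaction incubation at room temperature, dark. Technique: resazurin-to-resorufin fluorescence via G6PDH and diaphorase coupling, 525/613 nm. Control set: DMSO wells with and without enzyme mix.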
SENP8 block-2: SENP8 (human) protease inhibition. inhibition, % at 20 µM. Q96LD8. actives 0.64% (n = 360,000). AID 602440. recombinant SENP8, Nedd8 substrate fluorescence; in the data active means inhibition mostly above about 40%, no sharp cut-off; inactive means mostly below about 27%
PfGluPho inh: PfG6PD (Plasmodium falciparum) enzyme inhibition; inhibition, % at 20 µM; PfGluPho enzyme, NADPH resazurin-diaphorase fluorescence; actives 0.78% (n = 350,000); AID 504690;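 active means inhibition reaching at least a set limit at 20 µM in the primary screen, cut at about 59% in these data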;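 further: 0% = DMSO wells with substrate and 100% = DMSO wells lacking glucose-6-phosphate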
The depositor's hits bear a star; x = no result given.

Preview:
structure,SENP7 block,Apaf1 inhib,NALP3 yeast inh,SENP8 block-2,SENP1 inh,SENP6 block,PfGluPho inh,HKDC1 inh,SENP8 block-1
COc1ccc(C(=O)c2oc3ccc(OC)cc3c2N)cc1,-26,10,30,-268,-110,42,8,7,7
O=C(CC1C(=O)NCCN1Cc1c(F)cccc1Cl)NCCCOc1cccnc1 (stereo unspecified),-13,1,2,1,1,-6,-17,-6,-13

Results (from the top)
structure,SENP7 block,Apaf1 inhib,NALP3 yeast inh,SENP8 block-2,SENP1 inh,SENP6 block,PfGluPho inh,HKDC1 inh,SENP8 block-1
COc1ccc(C(=O)c2oc3ccc(OC)cc3c2N)cc1,-26,10,30,-268,-110,42,8,7,7
O=C(CC1C(=O)NCCN1Cc1c(F)cccc1Cl)NCCCOc1cccnc1 (stereo unspecified),-13,1,2,1,1,-6,-17,-6,-13
COc1ccc(C2CC2/C(C)=N/OC(=O)C2CC2)cc1 (stereo unspecified),0,3,20,7,1,-14,-9,0,-10
CC(=N)c1c(O)cc(C)oc1=O,x,x,x,14,1,x,-12,-5,x
C/C(O)=C(/N=O)C(=O)Nc1ccccc1,-6,-16,9,-38,-1,-9,-6,-8,-2
N#Cc1nc(-c2ccccc2Cl)oc1N1CCOCC1,-6,1,8,-282,2,-1,-5,-8,-1
Cc1cc(OCC(=O)O)c2ccccc2n1,-3,3,5,10,1,9,2,-4,0
O=C(CCCOc1cccc(Br)c1)NC1CCC(O)CC1 (stereo unspecified),3,5,8,-3,2,-2,-7,4,6
CC(=O)c1ccc(NC(=O)C2C3C=CC(O3)C2C(=O)O)cc1 (stereo unspecified),2,-3,21,6,1,5,-11,1,-6
O=C(Nc1ccccc1NC(=O)c1ccco1)c1ccco1,-3,4,9,16,1,-14,-1,-8,-7
Cc1csc(NC(=O)c2ccc3ccccc3n2)n1,80*,4,17,2,-3,83*,2,-2,75*
CC1(C)N=C(SCC(=O)Nc2ccccc2)C(c2ccc(Cl)cc2)=N1,5,14,25,13,2,-3,14,1,4
CN(CC(=O)Nc1ccc(F)cc1)C(=O)CN1C(=O)c2ccccc2C1=O,1,-5,-9,16,2,-2,-1,-4,0
CC/C(O)=C1\C(=O)CCCC1=NCc1nc2ccccc2[nH]1,-4,-5,-10,15,3,2,2,-5,0
COc1ccc(-c2nc3nc(C)cc(=O)n3[nH]2)cc1,7,-21,11,14,1,-17,14,-12,2
CCOc1ccccc1/C=N/Nc1ccnc(=O)[nH]1,-10,3,14,-4,-3,-34,13,2,-4
C=CCn1c(SCC(=O)Nc2sccc2C(N)=O)nc2ccc(Cl)cc2c1=O,0,19,28,13,-11,-13,22,0,1
CN1CCN(C(=O)C2CCN(c3ncnc4c3nc3n4CCCCC3)CC2)CC1,13,-4,10,9,0,-13,-2,3,-4
CC1CC(C)CN(CC(O)COCc2ccccc2)C1 (stereo unspecified),-2,-19,18,5,1,-20,-1,-8,-8
O=P(NCc1ccccc1)(OCc1ccccc1)OCc1ccccc1,x,x,x,-5,1,x,9,-2,x
O=C(NCCc1ccccc1)c1cc(-c2ccncc2)nc2ccc(S(=O)(=O)N3CCOCC3)cc12,5,-5,4,1,2,4,-3,-3,4
COC(=O)c1cnn(-c2cc(Oc3cccc(C)c3)ncn2)c1N,12,19,44,19,1,12,10,-6,-7
COc1ccc(CNC(=O)CN2C(=O)CSc3ccc(S(=O)(=O)N4CCOCC4)cc32)c(OC)c1,-13,4,6,4,1,-16,-8,-8,-5
CCCCNC(=O)c1ccc(CS(=O)(=O)c2cccc(C(F)(F)F)c2)o1,-3,-11,4,0,-3,-2,-9,3,4
Cc1cc(NC(=O)CSc2nnc(COc3ccccc3)o2)no1,8,-6,5,16,2,-6,1,-6,-2
CCN(CC)C(=O)C(Oc1ccc(C)nc1[N+](=O)[O-])c1ccccc1 (stereo unspecified),4,2,29,13,0,-6,-14,-2,5
CC(=O)N=c1sccn1CC(O)c1ccc(Br)cc1 (stereo unspecified),5,-4,0,2,1,-3,-16,0,9
O=C(OCC(=O)N1CCN(Cc2ccccc2)CC1)c1ccc(Cl)cc1,-11,7,11,12,1,-3,-15,7,3
COC(=O)CCCC1=CC2=CC(=O)C(C)(OC(=O)c3cccs3)C(=O)C2=CO1 (stereo unspecified),4,11,1,x,x,-2,x,x,-7
CCN(CC(=O)Nc1sc2c(c1C#N)CCC(C)C2)Cc1nc2ccccc2c(=O)[nH]1 (stereo unspecified),-4,18,-3,-23,-21,-20,12,2,-1
Cc1ccc(N2CN(CCc3ccccc3)CNC2=S)cc1,-9,-3,6,20,0,-21,-3,-2,-9
Cc1ccc(S(=O)(=O)NNC(=O)c2cccnc2)cc1,3,-10,4,3,3,11,-7,-11,6
Cc1ccc(-c2nc(N/N=C/c3ccccc3[N+](=O)[O-])c3ccccc3n2)cc1,14,-15,0,10,4,4,6,5,0
O=C(Nc1ccc(N2CCCCC2)cc1)c1cccnc1Cl,-4,10,9,9,3,-14,0,5,-14
O=C(O)C1OC2OC3(CCCCC3)OC2C2OC3(CCCCC3)OC12 (stereo unspecified),0,-17,7,18,4,0,-6,8,-3
COC(=O)c1ccc(CSc2nnnn2-c2ccccc2)o1,9,8,0,10,1,-31,16,-10,-5
Cc1[nH]c(C)c(S(=O)(=O)NCCc2ccccc2)c1C(=O)N1CCCC1,13,1,-5,-13,2,-7,12,-7,0
O=C(CN1CCN(S(=O)(=O)c2ccc(Cl)cc2)CC1)NC1CC1,-11,-9,20,4,-2,-7,-10,1,-13
O=C(/C=C/c1ccco1)N1CCN(c2ncccn2)CC1,3,-7,4,15,0,-4,4,-2,-2
O=[N+]([O-])c1cccc(C=NN=Cc2ccccc2O)c1,x,x,x,36,3,x,-7,-3,x
Cc1ccc(NC(=O)C2CCN(C(=O)NCc3ccccc3)CC2)cc1C,2,10,13,12,0,-13,-9,-2,2
O=C1N/C(=C\c2ccc(O)cc2)C(O)=C1C=NCc1ccccc1,2,-2,10,-22,1,3,-4,-5,-6
COc1ccc(COCC(O)CN(Cc2ccco2)Cc2ccccc2O)cc1 (stereo unspecified),-6,13,13,24,-1,1,-6,-7,0
O=[N+]([O-])c1ccc(-c2ccc(S(=O)(=O)N3CCOCC3)cc2)cc1,9,7,23,2,2,13,-9,-3,-9
C#CCOCCOCCOCCNc1nc(N2CCN(C(=O)CCCCCCCCCCNC(=O)Cn3cc(C[C@@H](C)O)nn3)CC2)nc(N2CCN(C(=O)CCCCCCCCCCNC(=O)[C@H](CCCCN)n3cc(CCCC(=O)O)nn3)CC2)n1,-13,28,4,6,-18,-15,12,-8,4
COc1ccc(OC)c(NC(=S)NCCSc2ccc(C)cc2)c1,8,14,29,19,2,-8,11,-2,-1
CC1(C)Cc2nc3oc4c(N(CCO)Cc5ccccc5)ncnc4c3cc2CO1,-1,8,-7,-273,-3,-6,3,1,-2
COc1cccc(/C=C2/Sc3ccc(C(=O)NCCN4CCCCCC4)cc3NC2=O)c1,8,40,15,-34,-16,-20,19,9,-10
O=C(CSc1nnc(-c2ccc(Br)cc2)o1)Nc1cccc2ccccc12,7,6,10,7,1,0,-8,8,1
O=C(O)c1n[nH]c2c1CC(C1CCCCC1)CC2 (stereo unspecified),-9,10,0,10,3,-12,-24,4,-14
CCCCOc1cccc(-c2nnc(NC(=O)CSc3ccc(C)cc3)s2)c1,-4,-12,9,-11,-1,14,-6,-9,10
COc1ccc(-c2noc(CNS(=O)(=O)c3ccccc3)n2)cc1,3,12,2,4,-7,-11,8,0,4
COc1ccc(OC)c(NC(=O)NCCc2cccc(Cl)c2)c1,-4,-2,16,8,1,-14,7,6,-6
CCOC(=O)/C(=N/Nc1ccccc1)N1CCCc2ccccc21,1,15,3,43*,1,-9,95*,0,0
CC(=O)N1C(=O)C2(Nc3ccccc3N2)c2ccccc21,-1,-8,22,-77,1,12,-10,-7,-3
CC(=O)Nc1cccc(C(=O)NCC2(N3CCCCC3)CCCCC2)c1,0,2,9,4,1,21,3,-6,5
Cn1cccc1C(=O)NCc1ccc(S(N)(=O)=O)cc1,2,0,4,19,2,6,4,-4,4
Cc1cc(C)cc(NC(=S)N2CCN(c3ncc(C(F)(F)F)cc3Cl)CC2)c1,0,-22,-38,4,3,-19,3,-6,-2
COC(=O)C1=C(C)NC(C)=C(C(=O)OC)C1C1CC=CCC1 (stereo unspecified),-6,8,0,-94,-1,-20,-6,8,-6
O=C(NC(=S)Nc1ccc(Br)cn1)c1cccnc1,4,-4,33,26,2,-20,-11,-5,-1

Ordered by value in HKDC1 inh (low to high): some entries from above
| mol | SENP7 block | NALP3 yeast inh | SENP1 inh | SENP6 block | PfGluPho inh | HKDC1 inh |
| --- | --- | --- | --- | --- | --- | --- |
| CC(=O)Nc1cccc(C(=O)NCC2(N3CCCCC3)CCCCC2)c1 | 0 | 9 | 1 | 21 | 3 | -6 |
| COc1ccc(OC)c(NC(=S)NCCSc2ccc(C)cc2)c1 | 8 | 29 | 2 | -8 | 11 | -2 |
| COc1ccc(OC)c(NC(=O)NCCc2cccc(Cl)c2)c1 | -4 | 16 | 1 | -14 | 7 | 6 |

Going on with the list.
structure,SENP7 block,Apaf1 inhib,NALP3 yeast inh,SENP8 block-2,SENP1 inh,SENP6 block,PfGluPho inh,HKDC1 inh,SENP8 block-1
Cc1cccc(C(=O)N[C@H](C(=O)Nc2ccc(C)c(S(=O)(=O)N3CCOCC3)c2)C(C)C)c1,11,16,16,12,-1,-13,17,-4,-6
Cc1cc(N/N=C/c2ccc(O)cc2)c2cccc(C)c2n1,-3,20,10,-290,-41,1,58,2,-2
COc1ccccc1C(=O)N/C(=C/c1ccccc1)C(=O)NC(CCSC)C(=O)O (stereo unspecified),11,-1,23,12,1,3,-27,3,-7
COc1cccc(Oc2cn[nH]c2-c2ccc(OC)cc2O)c1,-3,16,29,16,0,-14,53,0,-3
CCCCN(C(=O)Oc1ccccc1)C1CCS(=O)(=O)C1 (stereo unspecified),13,2,4,15,0,9,3,-4,5
CCCCCN(C(=O)CCC(=O)OCc1cccc(C)c1)c1c(N)n(CCCC)c(=O)[nH]c1=O,0,10,18,20,-1,9,-19,-4,13
CCC(C)(C)C1CCc2c(sc(N)c2C(N)=O)C1 (stereo unspecified),-2,-48,-4,-143,-35,3,29,-3,1
CCOc1ccc(N(CC(=O)NC2CCCCCC2)S(=O)(=O)c2ccccc2)cc1,2,6,1,4,2,10,-1,-7,4
CN(C)C(=O)COC(=O)/C=C/c1ccccc1[N+](=O)[O-],0,-1,1,19,-3,-3,-10,-10,-4
O=C(Cn1c(-c2cncs2)nc2ccccc21)NCCc1ccccc1,2,13,8,11,1,-7,1,1,4
